Compound activity (PubChem)
ADAM17 inh = ADAM17 inhibition, QFRET primary screen; AID 720648; inhibition, % at 6.95 µM; recombinant ADAM17, EDANS/DABCYL FRET peptide cleavage; P78536; hit rate 0.83% among 370,000;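 active = inhibition above the mean of compounds lying between control limits plus 3 SD, set per campaign, cut at about 8.5% in these data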;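 note: 0% = DMSO-only wells as the low control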
ASAP1 inh = blocks human ASAP1-stimulated Arf1 GTP hydrolysis; GDP FP detection; inhibition, % at 16.5 µM; hit rate 0.19% among 360,000; in the data active = inhibition above about 25%;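 note: 0% = vehicle with enzyme and substrate and 100% = no enzyme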
TDP2 absorb = blocks human TDP2 phosphodiesterase activity | recombinant TDP2, T5PNP hydrolysis, p-nitrophenol absorbance 415 nm | inhibition, % at 12.8 µM | hit rate 0.34% among 370,000;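 active = inhibition above the mean of all tested compounds plus 3 SD, set per campaign, cut at about 25% in these data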;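 note: 0% = DMSO with enzyme and 100% = buffer with substrate but no TDP2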
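System – recombinant human TDP2 · Amount – 120 nM TDP2 per well · Buffer or medium – Mg2+-containing Tris-HCl buffer, pH 7.5 · Reagent – T5PNP substrate, 5 mM · Dosing – 12.8 µM single point, 1% DMSO · Incubation – 2 h at 37 °C · Measured by – epi absorbance · Read-out basis – percent inhibition · Benchmarks – high control without enzyme, low control DMSO plus TDP2 · Repeats – singlicate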
PLCg1 inh = inhibitors of human phospholipase C gamma1. P19174. AID 720700. purified PLC-gamma1, fluorogenic substrate, fluorescence. hit rate 0.84% among 370,000. inhibition, % at 12.2 µM; in the data active = inhibition above about 9.5%
ADAM10 inh = inhibitors of human ADAM10; inhibition, % at 7 µM; hit rate 0.62% among 370,000; recombinant ADAM10, EDANS/DABCYL FRET peptide cleavage, 3 h; O14672;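 active = inhibition above a per-campaign cutoff equal to the mean of compounds falling between control-based bounds plus 3 SD, cut at about 20% in these data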;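 note: 0% = DMSO wells while the 100% control is not disclosed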
Tn7 DDE FP = inhibitors of Tn7 peptide binding to human fibrin DD(E); P02675; FP displacement of FITC-Tn7 peptide from fibrin DD(E); 0% = median of compound wells per plate; inhibition, % at 8.3 µM; hit rate 0.13% among 370,000;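 active = inhibition above the mean of compounds falling within the control limits plus 3 SD of them, cut at about 14% in these data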;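 note: 0% = plate median of compound wells and 100% = 10 µM Aha-Tn7 peptide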
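Assay system: Fibrin-DD(E) protein isolated from polymerized human fibrin clots; read-out basis: percent inhibition; medium: Tris/NaCl/CaCl2 buffer, pH 7.8; signal: FP measurement; incubation: 10 min plus 3 h, room temperature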
PLCb3 inh = inhibitors of human phospholipase C beta3; Purified PLC-beta3, fluorogenic substrate, fluorescence; inhibition, % at 12.2 µM; hit rate 0.18% among 370,000; AID 720704; in the data active = inhibition above about 11%;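 note: 0% = median of compound wells on plate and 100% = full blocker control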
ARFGAP1 inhibitor = rat ARFGAP1 inhibition. inhibition, % at 16.5 µM. Q62848. hit rate 0.26% among 360,000. AID 651572. Arfgap1-stimulated ARF1 GTP hydrolysis, GDP FP detection;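 active = inhibition above a per-plate limit, mean inhibition of low control wells plus 3 SD, cut at about 25% in these data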;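 note: 0% = DMSO wells with enzyme and 100% = wells lacking Arfgap1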
Target sequence (Q62848 1-136 limits assumed): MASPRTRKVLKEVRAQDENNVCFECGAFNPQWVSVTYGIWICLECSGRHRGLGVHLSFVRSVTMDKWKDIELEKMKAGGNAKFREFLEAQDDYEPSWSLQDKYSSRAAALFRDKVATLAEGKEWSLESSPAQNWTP
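Assay system: purified rat His6-Arfgap1 residues 1-136 (GAP domain); Reagent: human Δ17 ARF1 bound to GTP; Dosing: 16.5 µM single point, 1.26% DMSO; Times: GTP hydrolysis reaction 2 h at 25 °C; Signal: FP, GDP Alexa 633 tracer displaced from anti-GDP antibody, 620/688 nm; Measure: % inhibition from polarization.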
SIAE primary = human SIAE inhibition, primary screen. hit rate 0.69% among 370,000. Q9HAT2. AID 1053197. inhibition, % at 9.66 µM. SIAE FP-Rh probe binding, fluorescence polarization;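 active = inhibition above a cutoff: mean of compounds within the control limits plus 3 SD of those, cut at about 17% in these data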;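 note: 0% = plate median of compound wells and 100% = probe without SIAE protein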
Target sequence (Q9HAT2 whole entry, looked up): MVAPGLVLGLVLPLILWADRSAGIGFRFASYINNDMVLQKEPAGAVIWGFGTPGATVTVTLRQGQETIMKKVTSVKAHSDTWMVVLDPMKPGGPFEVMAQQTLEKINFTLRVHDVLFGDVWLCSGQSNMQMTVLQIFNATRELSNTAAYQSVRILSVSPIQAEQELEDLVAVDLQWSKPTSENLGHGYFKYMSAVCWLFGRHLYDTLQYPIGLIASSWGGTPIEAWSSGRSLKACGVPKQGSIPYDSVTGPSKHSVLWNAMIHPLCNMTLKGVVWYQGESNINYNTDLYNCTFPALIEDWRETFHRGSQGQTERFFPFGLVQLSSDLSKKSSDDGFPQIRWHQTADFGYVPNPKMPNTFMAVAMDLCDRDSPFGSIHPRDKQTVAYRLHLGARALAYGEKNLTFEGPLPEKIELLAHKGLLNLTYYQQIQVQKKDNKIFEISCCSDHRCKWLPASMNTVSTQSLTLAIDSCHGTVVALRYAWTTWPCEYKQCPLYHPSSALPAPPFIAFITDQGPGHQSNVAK
Tn6 DDE FP = disrupts Tn6 cyclic peptide binding to fibrin D-Dimer-E complex. Fibrin DD(E) TRITC-Tn6 fluorescence polarization displacement. P02675. inhibition, % at 8.3 µM. hit rate 0.21% among 370,000;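 active = inhibition above a per-campaign cutoff: mean of compounds within control limits plus 3 SD, cut at about 15% in these data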;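 note: 0% = median of all compound wells on the plate and 100% = blocking peptide control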
Numbers without * were called inactive; i = inactive.

Letters – A = ADAM17 inh; B = ASAP1 inh; C = TDP2 absorb; D = PLCg1 inh; E = ADAM10 inh; F = Tn7 DDE FP; G = PLCb3 inh; H = ARFGAP1 inhibitor; I = SIAE primary; J = Tn6 DDE FP
1. CCOC(=O)C1=C(N)OC2=C(C(=O)CC(C)(C)C2)C12C(=O)Nc1ccccc12 (stereo not drawn)
  A: -1.1	B: 2.7	C: 1.7	D: -2.3	E: 5.4	F: 7.2	G: 2.6	H: -0.4	I: 1.4	J: -0.4
2. O=C(NCC1=C(c2ccc3ccccc3c2)C[C@@H]2CC[C@H]1N2Cc1ccco1)c1ccncc1
  A: -1.3	B: 9.7	C: -5.2	D: -4.1	E: -14.4	F: 1.6	G: -11.0	H: 3.6	I: -0.8	J: -7.6
3. COC(=O)c1ccc(C(C(=O)NC2CCCCC2)N(CCN2CCOCC2)C(=O)Cc2cccs2)cc1 (stereo not drawn)
  A: -7.2	B: 2.2	C: 8.0	D: -6.1	E: 4.6	F: 4.0	G: -13.3	H: 0.9	I: 0.7	J: -2.8
4. CCn1c(P(C)(=O)O)nc2cc(NC(=O)c3ccccc3F)ccc21
  A: -0.7	B: 6.9	C: -1.1	D: 1.8	E: -7.5	F: 6.5	G: 3.4	H: 0.2	I: 2.2	J: 7.1
5. CCn1c(C)c(C(=O)NCCc2ccccc2)c2cc(OC)ccc21
  A: 0.7	B: -5.7	C: -6.9	D: -3.3	E: -0.1	F: -4.6	G: -3.2	H: 5.8	I: 5.3	J: 6.2
6. N#Cc1ccc(NC(=O)CN2CCN(C(=O)c3cccs3)CC2)cc1Cl
  A: -2.7	B: 3.8	C: 4.9	D: 3.3	E: -8.3	F: 3.1	G: -0.7	H: 5.1	I: 2.4	J: -4.8
7. Cc1nn(C)c(C)c1P(=S)(c1c(C)nn(C)c1C)N(C)C
  A: -2.0	B: 4.7	C: 7.7	D: 0.0	E: -5.3	F: 4.6	G: 0.2	H: 5.6	I: 8.1	J: -0.8
8. C=CCn1c(O)c(C(C)=Nc2ccc(C(=O)O)cc2)c(=O)[nH]c1=O
  A: 5.2	B: -5.5	C: -6.7	D: -1.3	E: 0.6	F: 3.1	G: -8.0	H: 10.1	I: 6.7	J: 2.6
9. CC(=Nc1ccc2c(c1)CCC2)c1c(O)n(C)c(=O)n(C)c1=O
  A: 1.5	B: 5.8	C: -7.2	D: 3.6	E: 11.7	F: -4.7	G: 4.2	H: -4.1	I: -1.2	J: -4.2
10. Cc1ccccc1C(=O)NCCN1CCC2(CC1)C(=O)NCN2c1ccccc1
  A: -5.5	B: -2.2	C: 1.8	D: 4.7	E: -11.6	F: 8.0	G: -0.3	H: 6.0	I: -0.1	J: -6.8
11. CC(CCc1ccccc1)NCCC#N (stereo not drawn)
  A: 0.1	B: 5.1	C: -13.4	D: 4.7	E: 1.1	F: -9.4	G: -4.8	H: -2.7	I: -1.2	J: -9.3
12. Cn1cc(C(=O)N2CCC3(CC2)OCCO3)c2c3ccccc3n(C)c2c1=O
  A: -163.6	B: 3.9	C: -11.2	D: -23.1	E: i	F: -1.8	G: -28.3	H: -1.4	I: -4.0	J: -6.4
13. Cc1ccccc1-c1ccc2n1Cc1cnnn1-c1ccccc1-2
  A: -32.6	B: 5.9	C: 3.6	D: -169.9	E: -115.2	F: 10.5	G: -235.9	H: -16.1	I: 7.0	J: -4.2
14. COc1ccc(-n2c(/C=C/c3ccc(O)cc3)nc3ccccc3c2=O)cc1
  A: -2.1	B: 3.8	C: 4.4	D: -342.9	E: -9.3	F: 1.5	G: -398.5	H: 10.6	I: -3.6	J: -5.8
15. COC(=O)[C@@H]1N=C(c2ccc(OC)cc2)O[C@]12C(=O)N(C)c1cccc(Cl)c12
  A: -2.5	B: -5.1	C: 4.5	D: 1.0	E: -1.4	F: -3.9	G: 2.3	H: 2.8	I: -3.1	J: -1.5
16. CC1=CC(=O)NP(=O)(Oc2ccc3ccccc3c2)N1 (stereo not drawn)
  A: -2.6	B: -11.3	C: -3.5	D: 4.9	E: -8.0	F: -2.7	G: 0.9	H: -8.6	I: 1.9	J: -1.9
17. O=c1[nH]c2ccccc2n1C1CCN(C(c2cc3ccccc3o2)c2nnnn2-c2ccc3c(c2)OCCO3)CC1 (stereo not drawn)
  A: 1.8	B: 8.8	C: 6.6	D: 1.3	E: 6.4	F: 14.6*	G: 2.9	H: 6.5	I: -8.3	J: -5.6
18. CC(C)CCNC(=O)c1c(N)n(Cc2ccc3c(c2)OCO3)c2nc3ccccc3nc12
  A: -8.8	B: 19.8	C: 45.1*	D: -31.9	E: -25.8	F: -3.0	G: -44.7	H: 16.6	I: 5.6	J: 5.0
19. N#CCCn1cc(C(=O)Nc2ccc(F)cc2)c(-c2ccccc2)n1
  A: -3.4	B: -5.0	C: -8.2	D: 1.8	E: -3.3	F: -0.1	G: -4.8	H: -7.0	I: 3.2	J: -3.3
20. CN(C)P(=O)(CCl)Nc1ccccc1 (stereo not drawn)
  A: 2.5	B: 4.6	C: 7.7	D: 0.7	E: 2.1	F: 4.0	G: -3.2	H: 3.3	I: -1.1	J: -3.9
21. Cc1cccc(-c2nc3ccc(C(=O)N4CCC5(CC4)OCCO5)cc3nc2-c2cccc(C)c2)c1
  A: -170.8	B: 1.3	C: -3.7	D: -242.4	E: i	F: -1.3	G: -360.3	H: 7.5	I: -6.5	J: -12.2
22. Cc1c(N=Nc2c(O)[nH]c(=S)[nH]c2=O)c(=O)n(-c2ccccc2)n1C
  A: 2.0	B: -0.7	C: 3.1	D: 2.2	E: 0.7	F: -4.2	G: 6.2	H: -12.0	I: 6.5	J: 1.2
23. Cc1nc2nc(C)c(CCC(=O)N3CCC4(CC3)OCCO4)c(C)n2n1
  A: -6.4	B: -4.2	C: -0.2	D: -3.0	E: 3.6	F: 8.9	G: -2.8	H: 1.0	I: -3.0	J: 2.3
24. O=S(=O)(NC1CCCCC1)OCC(Cl)(Cl)Cl
  A: -1.2	B: -2.7	C: -1.5	D: 1.7	E: 3.6	F: 4.5	G: -13.2	H: 4.1	I: 3.2	J: -0.2
25. COc1ccc(OC(=O)N(C)C[C@H]2OCc3cnnn3CCCC(=O)N([C@H](C)CO)C[C@H]2C)cc1
  A: 1.6	B: 5.4	C: -6.4	D: 5.4	E: 5.2	F: -13.5	G: 0.5	H: 9.1	I: 2.4	J: -2.7

In the list so far, five contain sulfur.
Letters – A = ADAM17 inh; B = ASAP1 inh; C = TDP2 absorb; D = PLCg1 inh; E = ADAM10 inh; F = Tn7 DDE FP; G = PLCb3 inh; H = ARFGAP1 inhibitor; I = SIAE primary; J = Tn6 DDE FP
3. COC(=O)c1ccc(C(C(=O)NC2CCCCC2)N(CCN2CCOCC2)C(=O)Cc2cccs2)cc1 (stereo not drawn)
  A: -7.2	B: 2.2	C: 8.0	D: -6.1	E: 4.6	F: 4.0	G: -13.3	H: 0.9	I: 0.7	J: -2.8
6. N#Cc1ccc(NC(=O)CN2CCN(C(=O)c3cccs3)CC2)cc1Cl
  A: -2.7	B: 3.8	C: 4.9	D: 3.3	E: -8.3	F: 3.1	G: -0.7	H: 5.1	I: 2.4	J: -4.8
7. Cc1nn(C)c(C)c1P(=S)(c1c(C)nn(C)c1C)N(C)C
  A: -2.0	B: 4.7	C: 7.7	D: 0.0	E: -5.3	F: 4.6	G: 0.2	H: 5.6	I: 8.1	J: -0.8
22. Cc1c(N=Nc2c(O)[nH]c(=S)[nH]c2=O)c(=O)n(-c2ccccc2)n1C
  A: 2.0	B: -0.7	C: 3.1	D: 2.2	E: 0.7	F: -4.2	G: 6.2	H: -12.0	I: 6.5	J: 1.2
24. O=S(=O)(NC1CCCCC1)OCC(Cl)(Cl)Cl
  A: -1.2	B: -2.7	C: -1.5	D: 1.7	E: 3.6	F: 4.5	G: -13.2	H: 4.1	I: 3.2	J: -0.2

These rows are one share of the data; the hit share may differ from the screen's.
